RAD52 inh – inhibitors of human RAD52 DNA annealing; P43351; recombinant RAD52 DNA annealing, FRET fluorescence; inhibition, % at 18.7 µM; 360,000 tested, 0.46% active; AID 651710;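 active = every replicate showing at least 50% inhibition; inconclusive = mean inhibition at least 50% but not in every replicate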
S100A4 inh HTS – blocks human S100A4 binding to myosin IIA peptide. 360,000 tested, 0.14% active. inhibition, % at 10.7 µM. AID 652163. S100A4/TAMRA-MyoIIA peptide fluorescence polarization. P26447;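 active = mean inhibition of at least 70% across replicates, with every replicate also reaching that level; inconclusive = mean inhibition reaches 70% but some replicates fall short; inactive = mean inhibition below 70%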
Target sequence (P26447 whole entry, looked up): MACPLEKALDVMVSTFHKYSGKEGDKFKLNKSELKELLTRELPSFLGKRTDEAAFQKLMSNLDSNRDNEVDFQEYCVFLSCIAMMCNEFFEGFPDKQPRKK
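Compound dosing: one dose per compound; test system: human S100A4 monomer with TAMRA-labelled myosin IIA peptide; probe or stimulus: TAMRA-labelled myosin IIA heavy-chain peptide probe, 5 nM; medium: HEPES buffer with Ca2+, pH 7.2; schedule: 5 min incubation before reading; benchmarks: neutral control DMSO, positive control TFP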
RAD54 inh – inhibitors of human RAD54 branch migration | 360,000 tested, 0.14% active | inhibition, % at 10.4 µM | Q92698 | RAD54 Holliday junction branch migration, FAM/BHQ fluorescence | AID 602329;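 active = mean normalized replicate activity at least 40 and at least half of replicates scoring 40 or more; inconclusive = only one of the two criteria met; inactive = mean below 40 and under half of replicates reaching 40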;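 also: 0% = median of neutral control wells and 100% = median of positive control wells; inhibitors cause a drop in the FAM fluorescence signal; in these data hits start at about 50%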
Target sequence (Q92698 whole entry, looked up): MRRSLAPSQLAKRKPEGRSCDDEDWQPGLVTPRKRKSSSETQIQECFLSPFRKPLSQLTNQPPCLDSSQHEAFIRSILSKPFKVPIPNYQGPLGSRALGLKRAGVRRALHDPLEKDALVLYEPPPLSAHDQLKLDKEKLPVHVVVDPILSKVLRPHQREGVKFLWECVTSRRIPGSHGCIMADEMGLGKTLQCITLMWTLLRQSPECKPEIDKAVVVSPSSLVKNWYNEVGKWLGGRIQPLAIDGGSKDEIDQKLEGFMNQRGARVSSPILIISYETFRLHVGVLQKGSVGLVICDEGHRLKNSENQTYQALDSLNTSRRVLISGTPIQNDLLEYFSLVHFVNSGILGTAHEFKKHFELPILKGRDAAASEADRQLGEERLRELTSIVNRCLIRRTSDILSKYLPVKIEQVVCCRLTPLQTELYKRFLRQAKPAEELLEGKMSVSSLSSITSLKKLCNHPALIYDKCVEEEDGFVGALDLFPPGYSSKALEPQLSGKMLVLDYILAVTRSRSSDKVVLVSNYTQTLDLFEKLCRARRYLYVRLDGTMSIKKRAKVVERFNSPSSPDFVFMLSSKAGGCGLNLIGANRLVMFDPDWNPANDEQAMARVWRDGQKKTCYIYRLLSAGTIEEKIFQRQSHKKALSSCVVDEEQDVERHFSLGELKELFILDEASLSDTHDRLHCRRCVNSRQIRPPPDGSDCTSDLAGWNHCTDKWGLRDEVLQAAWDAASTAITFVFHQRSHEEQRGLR
E-sel inducer – induces E-selectin expression in human endothelial cells; P16581; HUVEC E-selectin immunofluorescence imaging; normalized: neutral wells 0, TNF-alpha wells 100; activation, % at 7.58 µM; 260,000 tested, 0.37% active; AID 686992;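 active = mean E-selectin-positive cell signal at least 10% of the positive control, reached in at least 60% of replicates, without over 20% cell loss; inconclusive = no rule given, readout overlaps actives, possibly toxicity-flagged; inactive = the rest, including those meeting only one limit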;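 also: in these data hits start at about 27%; measured in HUVEC primary endothelial cells; signal is the percent of cells scored E-selectin positive by PE staining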
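assay system = HUVEC, human umbilical vein endothelial cells | input = 3,000 HUVEC seeded per well | medium = EGM-2 growth medium on 0.1% gelatin-coated wells | dosing = one compound dose added by pin transfer | signal = immunofluorescence imaging | read-out basis = % PE-positive cells | control set = TNF-alpha, DMSO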
ERAP1 HTS inh – inhibitors of human ERAP1 aminopeptidase; Q9NZ08; recombinant ERAP1, Leu-AMC fluorescence, 60 min; inhibition, % at 10.7 µM; 340,000 tested, 0.15% active;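 active = mean replicate inhibition of at least 30%, or all replicates individually reaching that 30% level; inactive = mean below 30% and not every replicate reaching it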;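 also: 0% = neutral control wells and 100% = L-leucinethiol positive control wells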
XiGFP reactiv – reactivates the inactive X chromosome in mouse fibroblasts. AID 743238. 360,000 tested, 0.055% active. activation, % at 7.58 µM. XiGFP mouse fibroblasts, % GFP-positive cells imaging, 3 d; cells co-treated with 5-aza-dC sensitizer; scaled so ellipticine positive control = 100%;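 active = mean normalized replicate activation at least 10% and every replicate at or above 10%; inconclusive = only one of the two criteria met; inactive = mean below 10% and not all replicates reach 10%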;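 also: 0% = median of on-plate neutral control wells and 100% = ellipticine 6 µM median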
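System: 68-5-11 XiGFP fibroblast line; Timing: 3 days compound exposure; Compound dosing: one concentration, pinned; Benchmarks: positive control ellipticine, 6 µM final; Buffer or medium: DMEM containing 5-aza-dC.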
ERp5 inh – blocks human ERp5 reductase activity on insulin; Q15084; ERp5 insulin aggregation, absorbance 650 nm, 90 min; inhibition, % at 9.99 µM; 350,000 tested, 0.05% active;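 active = mean replicate inhibition above about 25%, with every replicate also reaching it, limit read from the data, passing the limit was not always enough; inconclusive = only one of those two criteria met; inactive = neither criterion met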
esBAF inh – SWI/SNF esBAF complex inhibition; AID 602393; reporter increase, % at 12.5 µM; 350,000 tested, 2% active; mouse ES cells, Bmi1-luciferase knock-in reporter, 24 h; 100% = twice the neutral-well signal; in the data active = activation above about 40%; inconclusive = no clear call, values can overlap the other calls;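 also: 0% = median of the plate's neutral control wells and 100% = double that signal; a rise in the Bmi1 reporter signal indicates esBAF inhibition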
Starred values were filed as active, the others as inactive; ? = inconclusive; / = not tested or not shown.

SMILES,RAD52 inh,S100A4 inh HTS,RAD54 inh,E-sel inducer,ERAP1 HTS inh,XiGFP reactiv,ERp5 inh,esBAF inh
Cn1c(/C(C#N)=C(\O)c2ccc(Br)s2)nc2ccccc21,-4,1,-6,/,-2,0.0,-1,47*
C[C@@H]1CCCCO[C@@H](CN(C)C(=O)c2ccncc2)[C@@H](C)CN([C@@H](C)CO)C(=O)c2cc(NC(=O)C3CCCCC3)ccc2O1,-1,1,-2,0.3,3,-0.7,-2,5
O=C(/C=C/c1ccc(O)c(O)c1)c1ccc(S(=O)(=O)N2CCCCCC2)cc1,4,-6,-7,-0.2,1,0.0,-5,/
Cc1ccc(S(=O)(=O)N(CC(=O)NCc2ccccc2Cl)C(=O)N2CCN(C)CC2)cc1,-8,-3,/,-0.1,-3,0.0,5,-2
COC(=O)/C(C#N)=C1/C=Cc2ccccc2N1,-2,16,-1,/,0,0.1,1,27
O=C(NNc1c(Cl)cccc1Cl)c1sccc1Cl,-15,7,/,0.1,/,0.1,1,/
Cc1ccc(S(=O)(=O)N[C@@H]2CC[C@H](CCNC(=O)C3CCCC3)O[C@@H]2CO)cc1,0,0,4,-0.1,2,-0.1,1,2
CC(C)Oc1ccc(C(=O)Nc2ccc([N+](=O)[O-])cc2)cc1,3,1,/,0.0,0,0.1,-1,?
CCOC(=O)C1(CCCc2ccccc2)CCN(C(=O)c2cnc(C)cn2)CC1,-2,-6,-6,/,-5,0.5,-1,-6
CC(=O)Nc1ccccc1OCC(=O)NCCC1=CCCCC1,-11,4,/,/,-2,0.1,2,/
O=C(N/N=C1\CCCc2ccccc21)c1cccc([N+](=O)[O-])c1,-6,-2,-2,/,14,/,-2,1
C[C@@H]1CN([C@H](C)CO)C(=O)Cc2cc(NC(=O)Nc3ccc4c(c3)OCO4)ccc2O[C@H]1CN(C)Cc1ccc(Oc2ccccc2)cc1,-13,-12,0,0.0,-3,-1.0,-3,6

SMILES,RAD52 inh,S100A4 inh HTS,RAD54 inh,E-sel inducer,ERAP1 HTS inh,XiGFP reactiv,ERp5 inh,esBAF inh
C[C@H](CO)N1C[C@H](C)[C@@H](CN(C)C(=O)c2cccc(F)c2)Oc2cc(-c3cccc(F)c3)ccc2S1(=O)=O,-2,4,3,0.2,4,-0.9,1,-4
CC[C@H](C)[C@H](NC(N)=O)C(=O)Nc1ccc(C)cc1,5,-2,/,-0.1,3,0.2,6,/
Cc1nn(C)c2ncc(C(N)=O)c(Oc3ccc(Cl)cc3)c12,-4,-1,-12,-0.5,4,0.1,-1,/
O=C(C1CC1)N1CCN(c2ccc(F)cc2)CC1,-21,-3,-6,/,-2,0.0,5,4
Cc1ccc(S(=O)(=O)N2CC[C@@H]3[C@@H](CO)Nc4ccc(-c5cccc(C(=O)N(C)C)c5)cc4[C@@H]32)cc1,/,/,6,-0.1,/,0.2,/,4
CCOc1ccc(/C=N/n2c(C3CCCCC3)n[nH]c2=S)cc1,-7,2,-4,0.1,1,0.2,-1,1
CC(=O)Nc1ccc(-c2ccnc3c2CC(C(=O)Nc2ccc4c(c2)OCO4)O3)cc1 (configuration not stated),-25,-4,-2,-0.5,2,0.2,-3,5
S=C(Nc1ccccn1)Nc1ccccc1Cl,-17,6,/,/,-6,0.3,-10,/
NC(=O)c1nn(-c2ccc(Cl)cc2Cl)c(=O)cc1O,-21,-1,/,/,1,0.0,3,/
CC(=O)c1ccc(Nc2c3c(nc4ccccc24)CCCC3)cc1,-30,6,/,/,15,-0.1,-8,/
CN(CC(=O)Nc1ccc(N2CCOCC2)cc1)C(=O)CCNC(=O)c1ccc(Br)cc1,-6,0,3,0.5,3,-0.1,-1,10
COc1ccccc1-c1cn(CC[C@H]2CC[C@H](NC(=O)CCN3CCCCC3)[C@@H](CO)O2)nn1,-10,19,1,0.3,-1,0.2,5,-2

SMILES,RAD52 inh,S100A4 inh HTS,RAD54 inh,E-sel inducer,ERAP1 HTS inh,XiGFP reactiv,ERp5 inh,esBAF inh
CO[C@H]1CN(C)C(=O)c2ccc(NS(=O)(=O)c3cn(C)cn3)cc2OC[C@H](C)N(CCC(F)(F)F)C[C@@H]1C,1,15,/,-0.2,-1,0.7,10,/
CN1CCCN(S(=O)(=O)c2cccc(C(F)(F)F)c2)c2nc3ccccc3nc21,-58,-3,-9,-0.2,4,1.4,4,6
COCCCNC(=S)N1CCC(C(=O)c2ccc3c(c2)OCCO3)CC1,-13,1,/,-0.1,-3,0.0,1,/
O=C(COC(=O)C1CCN(S(=O)(=O)c2cccs2)CC1)Nc1ccc(F)cc1F,-12,-4,7,/,0,0.2,0,-5
O=C(NCc1cccnc1)C1CCCN(S(=O)(=O)c2cccc3nsnc23)C1 (configuration not stated),-18,13,-17,/,0,0.0,4,/
CCCNC(=O)N1C[C@@H](C)[C@H](OC)CN(C)C(=O)c2ccc(NC(C)=O)cc2OC[C@H]1C,-5,-2,/,0.1,0,0.0,1,/
CNC[C@@H]1Oc2ccc(NC(=O)Cc3ccccc3)cc2C(=O)N([C@@H](C)CO)C[C@@H]1C,1,0,1,-0.2,3,0.3,1,0
CCNS(=O)(=O)c1ccc(CCC(=O)NCc2cccnc2)cc1,-2,4,-5,-0.1,-2,0.0,4,-12
CN(C)CCNC(=O)c1cccc(-c2cnc3c(NC=O)cc(-c4ccc(F)cc4)cn23)c1,92*,-7,55*,2.5,0,0.0,-4,4
O=C(Cn1ccc(=O)[nH]c1=O)NCCO,-6,1,/,4.1,2,0.0,21,/
CC(=O)c1c(C)[nH]c(C(=O)Nc2cccc(S(=O)(=O)N3CCCCC3)c2)c1C,-17,1,6,/,-2,0.0,-16,9
O=C(Nc1ccc(Cl)cc1C(=O)N1CCOCC1)c1cccc([N+](=O)[O-])c1,-6,-1,/,0.2,2,0.3,5,/

SMILES,RAD52 inh,S100A4 inh HTS,RAD54 inh,E-sel inducer,ERAP1 HTS inh,XiGFP reactiv,ERp5 inh,esBAF inh
COc1cc(C2=NOC(C(=O)Nc3cccnc3)C2)cc(OC)c1OC (configuration not stated),-13,-3,-2,/,-4,0.0,1,-3
O=C(O)c1ccc(Nc2nc3ccccc3nc2NS(=O)(=O)c2cccs2)cc1,-4,6,-5,0.6,-2,-0.1,8,-7
CC(=O)Nc1cccc(OCCCNC(=O)c2ccc(F)cc2)c1,-8,-1,-5,-0.2,-2,0.0,-1,5
COc1ccc(S(=O)(=O)Nc2ccc3c(c2)C(=O)N([C@H](C)CO)C[C@H](C)[C@H](CN(C)Cc2ccccc2)O3)cc1,12,-7,11,-0.1,-3,-0.1,3,3
Cc1cc(C)cc(OCC(=O)Nc2ccc3c(c2)OCCO3)c1,-1,0,/,0.1,-2,0.4,-2,/
COC(=O)c1ccccc1NC(=O)C/C(C)=N/NC(=O)CC#N,-3,-1,/,0.7,-4,0.0,7,-3
CC1(Oc2ccccc2-c2ccn[nH]2)CCN(Cc2ccc(OC(F)(F)F)cc2)C1 (configuration not stated),-10,-1,-6,-0.2,-1,0.0,-6,2
O=C(Cc1ccccc1)Nc1ccc(NC(=O)c2ccco2)cc1Cl,-29,-1,-3,/,-4,0.2,6,-5
CC(=C/c1ccc(C(C)C)cc1)/C=N/NC(=O)Cn1nnnc1N,-6,-3,-11,0.1,1,0.0,3,/
COc1ccc([C@H]2/C=C\CN(S(=O)(=O)c3ccc4ccccc4c3)[C@@H](C)C(=O)N2Cc2ccc(F)cc2)cc1,-39,3,4,-0.2,/,0.2,0,-18
COc1ccc(S(=O)(=O)NCc2ccc(C(=O)N3CCc4ccccc4C3)cc2)cc1,-3,13,/,-0.5,-2,0.1,1,/
Cc1ccc(C(=O)NCC(=O)N(C)CC(=O)Nc2ccccc2Br)s1,-9,-9,-6,3.1,-3,0.2,4,-6

SMILES,RAD52 inh,S100A4 inh HTS,RAD54 inh,E-sel inducer,ERAP1 HTS inh,XiGFP reactiv,ERp5 inh,esBAF inh
COc1ccc(C(=O)NNC(=O)COC(=O)c2sccc2C)cc1,-4,2,-2,/,1,0.2,0,2
CC(=O)C1=C(O)C(=O)N(c2ccc(S(=O)(=O)Nc3nccs3)cc2)C1c1ccc(F)cc1 (configuration not stated),-16,-1,1,1.3,1,0.0,0,/
Cc1cc(C)n2ncc(/C(N)=N/OC(=O)Nc3ccccc3)c2n1,-1,3,/,0.8,2,0.0,-3,/
CC(=O)N1[C@@H](CO)[C@@H](c2ccccc2)C12CN(C(=O)CN1CCOCC1)C2,5,2,/,0.0,-1,0.0,2,/
CCCN1CCCCC(NC(=O)c2ccc(Cl)cc2Cl)C1=O (configuration not stated),-51,-3,/,0.0,-5,0.2,3,/
CC(=O)Nc1ccc(C=CC=Cc2cccc([N+](=O)[O-])c2)cc1,-1,-2,/,-0.3,0,0.1,0,/
O=S(=O)(NC1=NCCCCC1)c1cccs1,5,3,-3,/,-3,/,-2,0
O=C(COC(=O)c1ccc(CO)cc1)NCc1cccs1,9,-5,3,/,0,-0.1,-7,7
c1ccc(Oc2ccccc2-c2cc(NCCc3cccnc3)n3nccc3n2)cc1,-14,10,16,0.1,-3,0.0,8,-6
COc1ccccc1NC(=O)N1CC(=O)N2[C@H](CO)[C@@H](c3ccc(C#Cc4ccc(F)cc4)cc3)[C@H]2C1,-2,22,/,-0.3,-2,0.0,4,/
COC(=O)/C=C1\N/C(=N\c2nc(C)cc(C)n2)N(c2ccc(C)c(C)c2)C1=O,4,-1,-8,/,-5,0.1,-14,/
COCCNC(=O)C[C@H]1CC[C@@H]2[C@@H](COc3ccc(NC(=O)Cc4ccccc4)cc3C(=O)N2C)O1,3,1,2,0.1,/,0.4,1,-7
O=C(N=Nc1c(O)[nH]c2ccc(Br)cc12)c1cc(-c2cccc3ccccc23)n[nH]1,-6,-1,/,-0.6,21,0.0,-2,/
C[C@@H]1CN([C@H](C)CO)C(=O)c2cc(NS(=O)(=O)c3ccc(F)cc3)ccc2O[C@@H]1CN(C)S(=O)(=O)c1cn(C)cn1,0,3,/,-0.2,0,-0.7,3,0
